Compound activity from PubChem BioAssay.
DT40 TDP1 no CPT: qHTS for Inhibitors of human tyrosyl-DNA phosphodiesterase 1 (TDP1): qHTS in cells in absence of CPT | Potency, µM (doses to about 46.2 µM), for the others: at the highest dose activity change, negative = growth inhibition, usual class: inhibitors | 15% of 420,000 active | DT40 Tdp1-/- hTDP1 cells, no CPT, ATP luminescence, 48 h; further: nearly all actives have a fitted effect of over 55% in size
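Seeded 400 DT40-hTDP1 cells/well (vehicle DMSO, no 20 nM CPT); pinned compounds; ≥48 hr at 37 °C; CellTiter-Glo luminescence as viability measure.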
KAT2A inh: blocks human GCN5L2 histone acetyltransferase; GCN5L2 HAT assay, ThioGlo1 CoA-SH fluorescence; Potency, µM (highest dose often 58.9 µM), for inactives: top-dose activity change, negative = inhibition, hits mostly inhibitors; 0.21% of 390,000 active
Target sequence (Q92830 whole entry, looked up): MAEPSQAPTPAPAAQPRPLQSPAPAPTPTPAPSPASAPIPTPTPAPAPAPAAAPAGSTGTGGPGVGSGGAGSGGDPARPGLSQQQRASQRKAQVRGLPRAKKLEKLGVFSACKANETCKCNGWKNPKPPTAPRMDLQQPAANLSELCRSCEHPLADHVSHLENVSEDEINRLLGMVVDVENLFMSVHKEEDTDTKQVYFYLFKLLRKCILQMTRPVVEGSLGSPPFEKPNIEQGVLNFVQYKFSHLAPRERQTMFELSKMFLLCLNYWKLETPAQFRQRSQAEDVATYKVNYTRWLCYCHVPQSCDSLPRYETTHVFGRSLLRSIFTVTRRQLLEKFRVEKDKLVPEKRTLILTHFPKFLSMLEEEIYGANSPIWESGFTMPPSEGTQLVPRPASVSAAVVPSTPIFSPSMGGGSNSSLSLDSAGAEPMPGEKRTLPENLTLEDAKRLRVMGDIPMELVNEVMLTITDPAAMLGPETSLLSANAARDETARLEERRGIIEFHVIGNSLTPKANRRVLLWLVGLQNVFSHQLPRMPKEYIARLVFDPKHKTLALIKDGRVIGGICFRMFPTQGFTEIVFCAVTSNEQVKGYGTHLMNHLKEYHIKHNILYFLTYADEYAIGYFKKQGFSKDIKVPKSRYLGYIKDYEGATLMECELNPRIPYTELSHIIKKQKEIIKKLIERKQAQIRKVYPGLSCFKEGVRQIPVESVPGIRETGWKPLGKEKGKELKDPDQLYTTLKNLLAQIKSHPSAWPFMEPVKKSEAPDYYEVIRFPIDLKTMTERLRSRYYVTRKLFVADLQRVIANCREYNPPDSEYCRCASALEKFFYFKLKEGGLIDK
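GCN5L2 (20nM final) in 50mM HEPES, 0.1mM EDTA pH 7.5, 0.01% Tween-20 was preincubated 15 min at room temperature with compound, then given ThioGlo1 (50uM), H3(1-25) peptide (75uM) and acetyl-CoA (70uM); CoA-thiol fluorescence (Ex340/Em540) was read at 0 and 20 min.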
DT40 TDP1 CPT: growth inhibition of DT40 Tdp1-/-;hTDP1 cells with camptothecin (screen for TDP1 inhibitors). AID 686979. chicken DT40 Tdp1-/-;hTDP1 cells + 20 nM CPT, ATP luminescence, 48 h. Potency, µM (top dose mostly 46.2 µM), for the others: at the highest dose activity change, negative = growth inhibition, actives largely listed as inhibitors. 12% of 420,000 active; further: nearly all actives have a fitted effect of over 55% in size
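Cell growth measured by CellTiter-Glo luminescence after a minimum 48 h, 37 C compound exposure with 20 nM CPT in Tdp1-knockout DT40 cells stably expressing hTDP1, seeded 400/well; qHTS titration format.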
Numbers without * were called inactive; & = joins results of further samples; [ ] = dose if it differs, or a comment. The call rests on the fitted dose curve; in most records, active means well fitted curve in the direction sought with a large enough effect; inconclusive means small, poorly fitted or top-dose-only effect, or another doubt; inactive means no such curve, though single readings can be large; an effect the other way counts as inactive or inconclusive. On the % scale 0 is the no-effect control and ±100 the full control effect; potency means the concentration at half of the fitted maximal effect. The list is partial, so the mix of outcomes need not match the whole.

COc1ccc(N2C(=O)CSC23C(=O)N(CC(=O)Nc2ccccc2F)c2ccccc23)cc1 (centres undefined) was read as DT40 TDP1 no CPT -28%, KAT2A inh 11% and DT40 TDP1 CPT -10%.
`CCC1(C)Cc2c(sc3c2c(=O)n(C)c2nnc(SCc4ccc5c(c4)OCO5)n32)CO1` (centres undefined) gave DT40 TDP1 no CPT inconclusive, KAT2A inh -1% and DT40 TDP1 CPT inconclusive.
`COc1cccc(Cn2nnc3c(=O)[nH]c(C4CCN(C(=O)c5ccccc5Cl)CC4)nc32)c1` gave DT40 TDP1 no CPT inconclusive, KAT2A inh -12% and DT40 TDP1 CPT inconclusive.
Nc1c(-c2ccc(F)cc2)cnn1C1CCS(=O)(=O)C1 (centres undefined) was read as DT40 TDP1 no CPT -14% and DT40 TDP1 CPT -13%.
CN1CCN(CC(=O)Nc2cccc(S(=O)(=O)N(C)c3ccccc3)c2)CC1 was read as DT40 TDP1 no CPT inconclusive, KAT2A inh 1% and DT40 TDP1 CPT -16%.
O=C(CCNC(=O)c1ccc([N+](=O)[O-])cc1)NCCC1=CCCCC1 was read as DT40 TDP1 no CPT inconclusive, KAT2A inh -9% and DT40 TDP1 CPT 9%.
Screening O=C(COc1ccc(F)cc1)N(Cc1ccco1)C1CCS(=O)(=O)C1 (centres undefined) returned DT40 TDP1 no CPT -1%, KAT2A inh 0% and DT40 TDP1 CPT -7%.
CC1(C)OC(=O)N(CC(=O)Nc2ccccc2)C1(C)O (centres undefined) was read as DT40 TDP1 no CPT inconclusive, KAT2A inh -4% and DT40 TDP1 CPT inconclusive.
For COc1cc(-c2nc(C)c(C(C)=O)n2O)ccc1OCC(=O)Nc1ccc(Cl)cc1 the results were DT40 TDP1 no CPT inconclusive, KAT2A inh -6% and DT40 TDP1 CPT -6%.
Screening O=C(O)CCCC(=O)Nc1ccc(Oc2cccc(C(F)(F)F)c2)nc1 returned DT40 TDP1 no CPT -11%, KAT2A inh 0% and DT40 TDP1 CPT 1%.

As a short view, some entries already given:
Screening O=C(COc1ccc(F)cc1)N(Cc1ccco1)C1CCS(=O)(=O)C1 (centres undefined) returned DT40 TDP1 no CPT -1%, KAT2A inh 0% and DT40 TDP1 CPT -7%.
CC1(C)OC(=O)N(CC(=O)Nc2ccccc2)C1(C)O (centres undefined) was read as DT40 TDP1 no CPT inconclusive, KAT2A inh -4% and DT40 TDP1 CPT inconclusive.
For COc1cc(-c2nc(C)c(C(C)=O)n2O)ccc1OCC(=O)Nc1ccc(Cl)cc1 the results were DT40 TDP1 no CPT inconclusive, KAT2A inh -6% and DT40 TDP1 CPT -6%.
Screening O=C(O)CCCC(=O)Nc1ccc(Oc2cccc(C(F)(F)F)c2)nc1 returned DT40 TDP1 no CPT -11%, KAT2A inh 0% and DT40 TDP1 CPT 1%.

The main list resumes, repeating the two entries before the break.
For COc1cc(-c2nc(C)c(C(C)=O)n2O)ccc1OCC(=O)Nc1ccc(Cl)cc1 the results were DT40 TDP1 no CPT inconclusive, KAT2A inh -6% and DT40 TDP1 CPT -6%.
Screening O=C(O)CCCC(=O)Nc1ccc(Oc2cccc(C(F)(F)F)c2)nc1 returned DT40 TDP1 no CPT -11%, KAT2A inh 0% and DT40 TDP1 CPT 1%.
`CCNc1nc(C)cc(COC)c1C#N` gave DT40 TDP1 no CPT -3%, KAT2A inh -5% and DT40 TDP1 CPT -2%.
For COc1ccccc1-c1cc(C(F)(F)F)nc(N2CCCC2)n1 the results were DT40 TDP1 no CPT inconclusive, KAT2A inh -2% and DT40 TDP1 CPT -14%.
Screening COc1ccccc1-n1c(CNc2c(C)cccc2C)nnc1SCC(=O)N1CCOCC1 returned DT40 TDP1 no CPT inconclusive, KAT2A inh -6% and DT40 TDP1 CPT -17%.
CCN1C(=O)CC(N2CCC(Nc3ccc(F)cc3)CC2)C1=O (centres undefined) was read as DT40 TDP1 no CPT 0%, KAT2A inh 0% and DT40 TDP1 CPT 4%.
`CCOC(=O)Cc1cc(=O)n2[nH]c(-c3ccccc3)c(-c3ccccc3)c2n1` gave DT40 TDP1 no CPT inconclusive, KAT2A inh -7% and DT40 TDP1 CPT -26%.
`OC(CN1CCN(c2cccc(C(F)(F)F)c2)CC1)c1c[nH]c2ccccc12` (centres undefined) gave DT40 TDP1 no CPT 23µM*, KAT2A inh -8% and DT40 TDP1 CPT inconclusive.
Screening COC(=O)Oc1ccc(/C=N/NC(=O)CN(c2ccccc2Cl)S(C)(=O)=O)cc1OC returned DT40 TDP1 no CPT inconclusive, KAT2A inh -10% and DT40 TDP1 CPT 12%.
Screening Cc1ccc2nc(-c3ccc(SCC(=O)Nc4nc(C)cs4)nc3)[nH]c2c1 returned DT40 TDP1 no CPT 10µM*, KAT2A inh -1% and DT40 TDP1 CPT 18µM*.
O=c1c(-c2nnc(SCc3ccc(Cl)c(Cl)c3)o2)cccn1Cc1ccccc1 was read as DT40 TDP1 no CPT 21µM*, KAT2A inh -9% and DT40 TDP1 CPT inconclusive.
COC(=O)C1CCN(C2CN(C3CCCCC3)S(=O)(=O)C2)CC1 (centres undefined) was read as DT40 TDP1 no CPT 0% and DT40 TDP1 CPT 1%.
`O=Cc1ccc(/C=C2\C=Cc3ccccc32)cc1` gave DT40 TDP1 no CPT 6.3µM* and DT40 TDP1 CPT 5.6µM*.
`Cc1c(CCO)sc[n+]1CC(=O)OCCC12CC3CC(CC(C3)C1)C2` gave DT40 TDP1 no CPT inconclusive, KAT2A inh 0% and DT40 TDP1 CPT inconclusive.
Screening CC(C)Nc1nc(NCc2ccccc2)c2sccc2n1 returned DT40 TDP1 no CPT 18µM* and DT40 TDP1 CPT 9.2µM*.
Screening CCc1ccc(O)c(CNCCNCc2cc(CC)ccc2O)c1 returned DT40 TDP1 no CPT 16µM*, KAT2A inh -13% and DT40 TDP1 CPT 23µM*.
Screening Cc1ccc2cc(CN(Cc3ccco3)C(=O)C3CCCCC3)c(=O)[nH]c2c1C returned DT40 TDP1 no CPT inconclusive, KAT2A inh -4% and DT40 TDP1 CPT inconclusive.
CCCCn1c(N)c(N(CCC(C)C)C(=O)c2ccc(COc3ccccc3)o2)c(=O)[nH]c1=O was read as DT40 TDP1 no CPT -9%, KAT2A inh -23% and DT40 TDP1 CPT -4%.
Screening Cc1nc2c(OCc3ccc(C#N)cc3)cccn2c1N(C)Cc1cccs1 returned DT40 TDP1 no CPT inconclusive and DT40 TDP1 CPT inconclusive.
CN1C[C@@H]2[C@@H]3C(=O)N(C)C(=O)[C@@H]3[C@](C)(C1=O)N2C(=O)c1ccccc1 was read as DT40 TDP1 no CPT -2% and DT40 TDP1 CPT 20%.
Screening CC1Oc2ccccc2N(CC(=O)NC2CCCCC2)C1=O (centres undefined) returned DT40 TDP1 no CPT -2%, KAT2A inh -2% and DT40 TDP1 CPT 0%.
Screening CN1CCN(c2ncc3nc(-c4cc(F)cc(F)c4)c(=O)n(CCC#N)c3n2)CC1 returned DT40 TDP1 no CPT inconclusive, KAT2A inh 25µM* and DT40 TDP1 CPT inconclusive.
Cc1cc(C)[n+](-c2ccc(C(C)C)cc2)c2[nH]c(=O)[nH]c(=O)c12 was read as DT40 TDP1 no CPT -2%, KAT2A inh -12% and DT40 TDP1 CPT 0%.
For O=c1c2ccccc2nc(/C=C/c2cccc([N+](=O)[O-])c2)n1CCCO the results were DT40 TDP1 no CPT inconclusive and DT40 TDP1 CPT -28%.
For CCCOc1ccccc1/C=C1\SC(N2CCCCC2)=NC1=O the results were DT40 TDP1 no CPT 5.8µM*, KAT2A inh -7% and DT40 TDP1 CPT inconclusive.
For COc1ccc(-n2nnnc2SCC(=O)Nc2ccc(OC)cc2OC)cc1 the results were DT40 TDP1 no CPT 6%, KAT2A inh -4% and DT40 TDP1 CPT -16%.
`Cc1ccc(S(=O)(=O)N2CCOCC2)cc1C(=O)OCC(=O)Nc1ccc(Cl)cn1` gave DT40 TDP1 no CPT -24% and DT40 TDP1 CPT -16%.
COc1cc(C2c3cc4c(cc3OC(Nc3ccc(C(=O)O)cc3)C2C)OCO4)cc(OC)c1OC (centres undefined) was read as DT40 TDP1 no CPT 1.2µM* and DT40 TDP1 CPT 1.3µM*.
For COc1ccc(-c2cn3nc(SCC(=O)Nc4cc(C)cc(C)c4)ccc3n2)cc1 the results were DT40 TDP1 no CPT 21µM*, KAT2A inh -7% and DT40 TDP1 CPT inconclusive.
For O=C(C1=C(O)C(=O)N(CCN2CCOCC2)C1c1cccc(O)c1)c1cc2ccccc2o1 (centres undefined) the results were DT40 TDP1 no CPT -7%, KAT2A inh inconclusive and DT40 TDP1 CPT -7%.
Screening CSc1ncc(Cl)c(C(=O)Nc2ccccc2Br)n1 returned DT40 TDP1 no CPT inconclusive, KAT2A inh 20% and DT40 TDP1 CPT -15%.
Screening O=S(=O)(c1ccccc1)N1CCC2(CCN(c3ccc(-c4ccccc4)cc3)CC2)CC1 returned DT40 TDP1 no CPT -6%, KAT2A inh -17% and DT40 TDP1 CPT inconclusive.
`CN(C)c1ccnc(-c2cccc(NS(C)(=O)=O)c2)n1` gave DT40 TDP1 no CPT 0%, KAT2A inh 2% and DT40 TDP1 CPT -2%.
Screening COc1ccc2c(c1)CCCC2=O returned DT40 TDP1 no CPT -5% and DT40 TDP1 CPT 9%.
Screening CCN1CCc2nc(N)oc2CC1 returned DT40 TDP1 no CPT 2%&-12%&-21%, KAT2A inh -4%&-7%&-4% and DT40 TDP1 CPT -8%&2%&-27%.
`CCNc1ncc2nc(C)c(=O)n(Cc3cccc(OC)c3)c2n1` gave DT40 TDP1 no CPT inconclusive, KAT2A inh -1% and DT40 TDP1 CPT -2%.
CCc1ccc(CNC(=O)C2CCC(=O)N(CCc3ccc(Cl)cc3)C2)nc1 (centres undefined) was read as DT40 TDP1 no CPT inconclusive, KAT2A inh -22% and DT40 TDP1 CPT inconclusive.
Cc1sc2ncnc(SCC(=O)N3c4ccccc4Sc4ccc(Cl)cc43)c2c1C was read as DT40 TDP1 no CPT inconclusive, KAT2A inh -6% and DT40 TDP1 CPT -10%.
`O=C(Cn1cc(SCc2cccc(Cl)c2)c2ccccc21)N1CCOCC1` gave DT40 TDP1 no CPT inconclusive, KAT2A inh -10%&-7% and DT40 TDP1 CPT inconclusive.
CCC(C)NCc1ccc(C(=O)OC)o1 (centres undefined) was read as DT40 TDP1 no CPT inconclusive, KAT2A inh 46%[activator] and DT40 TDP1 CPT inconclusive.
Screening COc1ccc(-n2nc(C(=O)NCC(=O)N3CCN(c4ccccn4)CC3)c3ccccc3c2=O)cc1OC returned DT40 TDP1 no CPT inconclusive, KAT2A inh -1% and DT40 TDP1 CPT inconclusive.
CC1CN(S(=O)(=O)c2ccc(C(=O)N3CCc4ccccc43)cc2)CC(C)O1 (centres undefined) was read as DT40 TDP1 no CPT -26%, KAT2A inh -5% and DT40 TDP1 CPT -8%.
Screening COc1cn(CC(=O)Nc2ccccc2)c(CN2CCCCC2)cc1=O returned DT40 TDP1 no CPT -7%, KAT2A inh 4% and DT40 TDP1 CPT 2%.
COc1ccc(Cl)cc1NC(=O)CSc1nc(=O)n(Cc2ccco2)c2c1CCC2 was read as DT40 TDP1 no CPT inconclusive, KAT2A inh -8% and DT40 TDP1 CPT inconclusive.
For Cc1ccc(-n2nc3c(N4CCCC(C(=O)NCc5ccccc5C)C4)nnc(C)c3c2C)cc1 (centres undefined) the results were DT40 TDP1 no CPT 15µM*, KAT2A inh -7% and DT40 TDP1 CPT 15µM*.
`Cc1ccc(CNC(=O)C(Cc2ccccc2)NS(=O)(=O)c2ccc(Br)s2)cc1` (centres undefined) gave DT40 TDP1 no CPT inconclusive, KAT2A inh -11% and DT40 TDP1 CPT -3%.
For O=C(C[n+]1ccc(C(=O)NCCCO)cc1)c1cccc(Br)c1 the results were DT40 TDP1 no CPT -12%, KAT2A inh 1% and DT40 TDP1 CPT 11%.
`CC(=O)c1c(C)oc2ccc(OCc3ccccc3)cc12` gave DT40 TDP1 no CPT 8%, KAT2A inh -6% and DT40 TDP1 CPT 2%.
For COc1ccccc1CNC(=O)c1ccc(NS(=O)(=O)c2c(C)noc2C)cc1 the results were DT40 TDP1 no CPT -15%, KAT2A inh -15% and DT40 TDP1 CPT -12%.
Screening CCOc1ccc(CC(=O)OCN2C(=O)c3ccccc3C2=O)cc1 returned DT40 TDP1 no CPT -10%, KAT2A inh -12% and DT40 TDP1 CPT 11%.
Screening O=C(CCC(=O)N(CC(=O)NC1CCCC1)c1ccc(F)cc1)Nc1nccs1 returned DT40 TDP1 no CPT 1%, KAT2A inh -6% and DT40 TDP1 CPT 1%.
Screening COc1ccc(CN2CCNC(=O)C2CC(=O)N(C)Cc2ccncn2)c(OC)c1 (centres undefined) returned DT40 TDP1 no CPT -18%, KAT2A inh 0% and DT40 TDP1 CPT 16%.
Screening Cc1cc(/C=C(\C#N)C(=O)N2CCOCC2)c(C)n1C1CCCC1 returned DT40 TDP1 no CPT 12µM*, KAT2A inh -6% and DT40 TDP1 CPT inconclusive.
